Tau fibril FP: inhibitors of human tau fibril formation; P10636; K18 P301L tau heparin fibrillization, Alexa594 FP, 6 h; Potency, µM (titrated, usually from 57.7 µM), for inactives: top-dose activity, negative = inhibition, most hits filed as inhibitors; 280,000 compounds, 0.39% hits; AID 1468; also: nearly all actives have a fitted effect of over 55% in size
Target sequence (P10636 561-689 P618L limits assumed): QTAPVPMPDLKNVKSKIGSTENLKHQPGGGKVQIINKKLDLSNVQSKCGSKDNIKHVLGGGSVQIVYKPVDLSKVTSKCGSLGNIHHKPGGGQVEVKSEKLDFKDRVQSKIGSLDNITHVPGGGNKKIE
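K18 P301L tau (15 uM unlabeled/0.24 uM Alexa 594-labeled, final) + compound + heparin 20 uM final; 100 mM NaOAc pH 7; 6 hr 37 C; ThT 30 uM final added, 1 hr RT; FP ex 555/em 632 nm.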
RECQ1 helicase: inhibitors of human RECQ1 DNA helicase. P46063. RECQ1 DNA unwinding, red fluorescence kinetic read. Potency, µM (titrated, usually from 57.3 µM), for the others: top-dose activity, negative = inhibition, most hits filed as inhibitors. 240,000 compounds, 0.54% hits;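 also: plate controls were vehicle for no effect and no enzyme for full effect; nearly all actives have a fitted effect of over 30% in size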
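RECQ1T1 50 nM; forked duplex (20 bp + 30-nt ss tails) 200 nM, ATP 2 mM final; pH 8.0, 2 mM MgCl2, 2.5 ug/ml poly(dI-dC); 15 min compound preincubation; discontinuous kinetic read over 2 h at RT.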
TR SRC2 fluor cs: Texas Red fluorescence interference in TRb-SRC2 counter-screen; TRb/SRC2 Texas Red total fluorescence interference; Potency, µM (series often up to 106 µM), for inactives: at the highest dose fluorescence change, negative = quenching; 280,000 compounds, 0.29% hits; AID 1479; active = well fitted curve in either direction with a large enough effect; inconclusive = small, poorly fitted or top-dose-only effect
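Flags fluorescent or light-absorbing compounds by total fluorescence, S + 2P, at 555 nm excitation and 632 nm emission. Mixture: 20 nM Texas Red SRC2 peptide, 0.6 uM human TRb LBD, 1 uM T3, 5% DMSO; compound exposure 5 h at ambient temperature.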
Tau fibril ThT: tau fibrillization inhibition (ThT binding) | P10636 | recombinant tau K18 P301L, heparin-induced fibrillization, ThT fluorescence | Potency, µM (series often up to 57.4 µM), inactives show top-dose activity, negative = inhibition, usual class: inhibitors | 270,000 compounds, 2.1% hits | AID 1460; also: nearly all actives have a fitted effect of over 55% in size
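Fibril formation assay: tau K18 P301L at 15 uM with trace Alexa 594 label, heparin inducer 20 uM, pH 7 sodium acetate buffer, 37 C for 6 hr; endpoint ThT signal.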
L3MBTL1 inh: inhibitors of human L3MBTL1 | Q9Y468 | AlphaScreen L3MBTL1–H3K9me1 peptide binding | Potency, µM (titrated, usually from 57.1 µM), without a hit: at the highest dose activity, negative = inhibition, hits mostly inhibitors | 230,000 compounds, 0.66% hits | AID 485360; also: nearly all actives have a fitted effect of over 60% in size
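Read-out is AlphaScreen signal from streptavidin donor and nickel chelate acceptor beads (10 ug/mL final each) bridging L3MBTL1 (50 nM) and biotinylated K9-monomethylated H3(1-15) peptide (75 nM), after 30 min compound exposure at room temperature.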
TRb SRC2 PPI: inhibitors of human thyroid hormone receptor beta-SRC2 interaction; Potency, µM (top dose mostly 106 µM), for inactives: top-dose activity change, negative = inhibition, most hits filed as inhibitors; 280,000 compounds, 0.065% hits; TRbeta-SRC2 peptide binding, fluorescence polarization; receptor liganded with 1 µM T3; AID 1469;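 also: plate controls were bound peptide for no effect and peptide without receptor for full effect; nearly all actives have a fitted effect of over 50% in size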
Target sequence (P10828 whole entry, looked up): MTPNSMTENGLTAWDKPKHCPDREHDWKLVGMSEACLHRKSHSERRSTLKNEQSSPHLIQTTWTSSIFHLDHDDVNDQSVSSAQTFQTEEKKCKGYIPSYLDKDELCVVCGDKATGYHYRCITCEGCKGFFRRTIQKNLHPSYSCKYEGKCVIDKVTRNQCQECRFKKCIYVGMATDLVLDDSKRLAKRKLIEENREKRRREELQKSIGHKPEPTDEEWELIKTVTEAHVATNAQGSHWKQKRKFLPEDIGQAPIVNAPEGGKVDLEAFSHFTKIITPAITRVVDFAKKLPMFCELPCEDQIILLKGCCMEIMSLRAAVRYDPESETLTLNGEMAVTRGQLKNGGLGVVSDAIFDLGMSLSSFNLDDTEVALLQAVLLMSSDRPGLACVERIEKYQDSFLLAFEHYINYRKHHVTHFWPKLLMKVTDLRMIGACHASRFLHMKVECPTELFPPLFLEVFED
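TRb LBD 0.6 uM + Texas Red SRC2 peptide 20 nM, 1 uM T3, Tris buffer w/ 5% DMSO; compound pinned, 5 h RT; FP read ex 555/em 632; normalized to unbound and bound controls.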
JMJD2E inh: blocks human JMJD2E demethylase activity | B2RXH2 | JMJD2E catalytic domain, FDH-coupled NADH fluorescence (FDH is formaldehyde dehydrogenase) | Potency, µM (doses to about 57.1 µM), for inactives: at the top dose activity change, negative = inhibition, actives largely listed as inhibitors | 230,000 compounds, 1.6% hits | AID 2147; active = well fitted inhibition curve with a large enough effect, not every such curve was filed as active; inconclusive = small, poorly fitted or top-dose-only effect, or another doubt; inactive = no such curve, though single readings can be large or run the other way;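 also: 0% = wells with enzyme and -100% = buffer wells without enzyme; nearly all actives have a fitted effect of over 50% in size; many of its hits are not listed in these tables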
GoLoco inh red: RGS12 GoLoco-Gai1 interaction inhibition; Gai1:RGS12 GoLoco peptide FP, rhodamine, 10 min; Potency, µM (top dose mostly 61.6 µM), without a hit: top-dose activity, negative = inhibition, most hits filed as inhibitors; P63096; 230,000 compounds, 0.44% hits; AID 880; active = well fitted inhibition curve with a large enough effect, not every such curve was filed as active; inactive = no such curve, though single readings can be large or run the other way; also: nearly all actives have a fitted effect of over 30% in size; many of its hits are not listed in these tables
Target sequence (P63096 whole entry, looked up): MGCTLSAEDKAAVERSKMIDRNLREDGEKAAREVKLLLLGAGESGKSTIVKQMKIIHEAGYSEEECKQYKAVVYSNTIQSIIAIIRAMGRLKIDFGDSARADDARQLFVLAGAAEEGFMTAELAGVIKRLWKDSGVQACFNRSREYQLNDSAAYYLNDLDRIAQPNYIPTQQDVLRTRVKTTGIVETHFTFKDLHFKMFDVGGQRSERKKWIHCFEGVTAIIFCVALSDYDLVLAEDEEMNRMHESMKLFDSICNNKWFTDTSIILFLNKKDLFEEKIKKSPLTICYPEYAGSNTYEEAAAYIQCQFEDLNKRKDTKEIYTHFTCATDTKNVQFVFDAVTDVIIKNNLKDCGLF
* hit, by the source's call; i = inactive; ? = inconclusive; . = no result given; [ ] = dose if it differs, or a comment. Unless noted, calls follow the shape of the dose curve; as a rule, active = well fitted curve in the direction sought with a large enough effect; inconclusive = small, poorly fitted or top-dose-only effect, or another doubt; inactive = no such curve, though single readings can be large; an effect the other way counts as inactive or inconclusive. Unless noted, % is scaled to controls: 0 for no effect and ±100 for the full control effect; potency is read from the fitted curve at half-maximal effect. Not all compounds are listed. The share of hits here may be higher or lower than overall.

A first look, ten compounds:
SMILES	Tau fibril FP	RECQ1 helicase	TR SRC2 fluor cs	Tau fibril ThT	L3MBTL1 inh	TRb SRC2 PPI	JMJD2E inh	GoLoco inh red
CN(C)c1ccc(C(CNC(=O)c2ccc(C#N)cc2)c2c[nH]c3ccccc23)cc1 (centres undefined)	?	-3%	-2%	?	?	-6%	-3%	-10%
C=CCNc1nc2c(c(=O)n(C)c(=O)n2C)n1CC(=C)C	-3%	-7%	-1%	-1%	.	0%	-16%	15%
CC(=O)N(C1=C(N)C(=O)c2ccccc2C1=O)C(C)C	3%	i	-1%	-5%	6%	-5%	0%	-22%
CCN(CC)CCCNC(=O)c1sc2nc3n(c(=O)c2c1C)CCCCC3	-3%	.	6%	0%	.	-5%	.	.
Cn1cnc([N+](=O)[O-])c1Nc1ccc(O)cc1	-3%	i	-6%	?	-6%	2%	-17%	.
CCN1C(=O)C(O)(c2c(C)[nH]c3ccccc23)c2ccccc21 (centres undefined)	-1%	.	2%	-5%	.	-2%	.	.
c1ccc(-c2ccc(-c3nc(-c4ccncc4)no3)cc2)cc1	9%	-8%	3%	?	6%	2%	4%	9%
NCCCCCc1cnc[nH]1	3%	i	-22%	-4%	.	0%	.	5%
CCc1c(C)sc(NC(=O)c2cccs2)c1C(=O)OC(C)C	-17%	-12%	1%	-16%	18%	-6%	?	14%
CCOc1ccc(N(CC)S(=O)(=O)N2CCCC(C(=O)Nc3ccc(OC)c(OC)c3)C2)cc1 (centres undefined)	?	.	-5%	-10%	.	3%	.	.

Main list (from the top)
SMILES	Tau fibril FP	RECQ1 helicase	TR SRC2 fluor cs	Tau fibril ThT	L3MBTL1 inh	TRb SRC2 PPI	JMJD2E inh	GoLoco inh red
CN(C)c1ccc(C(CNC(=O)c2ccc(C#N)cc2)c2c[nH]c3ccccc23)cc1 (centres undefined)	?	-3%	-2%	?	?	-6%	-3%	-10%
C=CCNc1nc2c(c(=O)n(C)c(=O)n2C)n1CC(=C)C	-3%	-7%	-1%	-1%	.	0%	-16%	15%
CC(=O)N(C1=C(N)C(=O)c2ccccc2C1=O)C(C)C	3%	i	-1%	-5%	6%	-5%	0%	-22%
CCN(CC)CCCNC(=O)c1sc2nc3n(c(=O)c2c1C)CCCCC3	-3%	.	6%	0%	.	-5%	.	.
Cn1cnc([N+](=O)[O-])c1Nc1ccc(O)cc1	-3%	i	-6%	?	-6%	2%	-17%	.
CCN1C(=O)C(O)(c2c(C)[nH]c3ccccc23)c2ccccc21 (centres undefined)	-1%	.	2%	-5%	.	-2%	.	.
c1ccc(-c2ccc(-c3nc(-c4ccncc4)no3)cc2)cc1	9%	-8%	3%	?	6%	2%	4%	9%
NCCCCCc1cnc[nH]1	3%	i	-22%	-4%	.	0%	.	5%
CCc1c(C)sc(NC(=O)c2cccs2)c1C(=O)OC(C)C	-17%	-12%	1%	-16%	18%	-6%	?	14%
CCOc1ccc(N(CC)S(=O)(=O)N2CCCC(C(=O)Nc3ccc(OC)c(OC)c3)C2)cc1 (centres undefined)	?	.	-5%	-10%	.	3%	.	.
CC1CCN(C(=O)C2CCN(S(=O)(=O)c3cccnc3)CC2)CC1	4%	i	-5%	-4%	.	-10%	2%	8%
CC(=O)NC(c1ccccc1)c1c(O)ccc2ccccc12 (centres undefined)	5%	-3%	-2%	-5%	-11%	-4%	?	6%
Cc1cn2c(=O)cc(COc3cccc(NC(=O)c4cccc(F)c4)c3)nc2s1	-11%	.	-1%	3%	.	-4%	.	.
CSCCC(NS(=O)(=O)c1ccc(Cl)cc1)C(=O)OCC(=O)N(C(C)C)C(C)C (centres undefined)	13%	i	-3%	-5%	.	4%	2%	10%
C=CCn1cc(C(=O)OCC)c(=O)c2ccc(F)cc21	-3%	i	-1%	-3%	2%	-6%	0%	-7%
COc1ccc(OC)c2sc(N3CCN(C(=O)C4COc5ccccc5O4)CC3)nc12 (centres undefined)	-6%	.	0%	?	.	1%	.	.
CS(=O)(=O)Nc1ccc(C(=O)Nc2ccc3c(c2)OCCO3)cc1	10%	-5%	-5%	-15%	.	-3%	2%	9%
CN(C)CC(C)(C)CN=Cc1c(O)[nH]c2ccccc12	-4%	i	-1%	-6%	-4%	6%	-1%	0%
COC(=O)c1nnn(CC(=O)NC(=O)Nc2cccc(Cl)c2C)c1C(=O)OC	-7%	i	-1%	-7%	.	3%	3%	5%
Cc1cccnc1Nc1nc(-c2ccc(O)c(O)c2)cs1	-2%	-1%	-9%	7.9µM*	.	1%	?	30%
COc1ccc2c(c1)C=C(C(=O)OCc1cccnc1)CO2	-4%	i	1%	-13%	.	-4%	-21%	-3%
Cc1cc2oc(C(=O)N(Cc3ccccc3F)C3CCS(=O)(=O)C3)c(C)c2cc1Cl (centres undefined)	0%	.	3%	-17%	.	-6%	.	.
O=C(NCc1ccc2c(c1)OCO2)c1cccc(F)c1	3%	-5%	1%	-3%	7%	9%	4%	12%
O=C(Cn1c(SCC(=O)N2CCCc3ccccc32)nc2ccccc21)N1CCCC1	8%	i	-4%	-4%	-21%	-6%	1%	7%
CC(CN1CCOCC1)OC(=O)CCc1ccccc1 (centres undefined)	1%	i	0%	-3%	4%	2%	3%	5%
COc1ccc2oc(=O)cc(CN3CCN(C(=O)c4ccccc4)CC3)c2c1	-2%	.	2%	1%	.	-10%	.	.
O=C(c1cc2c(ccc3ccccc32)oc1=O)N1CCCC1	?	-13%	-3%	5%	5%	-1%	?	10%
CCc1c(C)nc(SCC(=O)NNC(=O)Cc2ccc(OC)cc2)[nH]c1=O	-9%	-4%	-1%	.	.	4%	4%	-1%
CCOC(=O)c1cc(-c2ccc(F)cc2)n(CCC(=O)NC2CCN(Cc3ccccc3)CC2)c1C	-10%	-15%	0%	-10%	.	-2%	-1%	5%
Cc1c(C(=O)Nc2cc(F)ccc2F)sc2nc(-c3ccc(F)cc3)cn12	-9%	.	?	?	.	-3%	.	.
COc1cc2c(cc1OC)C1(Nc3c-2c(Cc2ccccc2)nn3-c2ccccc2)C(=O)Nc2ccccc21 (centres undefined)	15%	8%	-4%	-8%	.	-20%	6%	18%
COC(=O)c1sccc1S(=O)(=O)N(CC(=O)Nc1cc(F)ccc1F)c1ccc(C)c(C)c1	-11%	.	7%	-13%	.	-8%	.	.
COc1ccc(-c2csc(N(CCc3ccc(OC)c(OC)c3)C(=O)COc3ccccc3)n2)cc1	?	0%	-5%	?	-2%	-3%	5%	5%
OCCC1CN(Cc2cccn2-c2cccnc2)CCN1Cc1ccc(F)cc1 (centres undefined)	1%	-9%	1%[53 µM]	1%	-7%	5%[53 µM]	0%	15%
CN(C)CCCC1(O)c2ccccc2CCc2ccccc21	-9%	-2%	-9%	-13%	-15%	6%	-3%	8%
CC(Oc1ccc(C(C)(C)C)cc1)c1ccnc2nc(/N=C/N(C)C)nn12 (centres undefined)	5%	-2%	0%	-14%	-3%	5%	?	-2%
COc1cccc(NC(=O)c2c(C(=O)Nc3ccccc3)sc3nc(C)cc(=O)n23)c1	-11%	.	6%	-10%	.	-5%	.	.
Cc1c(NC(=O)Oc2ccccc2)sc(=S)n1C	5%	-6%	-2%	-15%	.	-3%	1%	6%
N#Cc1ccc(NC(=O)c2cc(-c3cccc(Cl)c3)on2)cc1	-7%	.	-9%	-9%	.	-3%	.	.
CC(C)C(c1nnnn1Cc1ccco1)N1CCC(C(N)=O)CC1 (centres undefined)	-7%	-10%	5%	-3%	2%	7%	9%	48%[activator]
CCCCc1nnc(NC(=O)CS(=O)(=O)Cc2ccccc2)s1	-8%	-3%	2%	-18%	.	6%	-5%	-9%
COc1ccc(NC(=O)c2nnn(Cc3ccc(SC)cc3)c2N)c(OC)c1	-1%	-16%	1%	-3%	.	5%	?	6%
Cc1ccc(C(=O)/C=C2\NCCNC2=O)cc1	0%	5%	1%	-8%	14%[11.4 µM]	9%	20%	4%
COC(=O)C(C(=O)OC)=C(/C=C/N(C)C)N(C)C	-3%	-1%	-1%	-7%	.	-6%	-3%	7%
Cc1ccc(NC(=O)Cn2nc(C(F)(F)F)c3c2CCCC3)cc1C	?	.	-5%	4%	.	6%	.	.
COc1ccc(Cn2cc(S(=O)(=O)c3ccc(Cl)cc3)c(=O)c3cc4c(cc32)OCO4)cc1	-9%	.	1%	-9%	.	-5%	.	.
CCN1C(=O)CC(NCc2ccc(S(N)(=O)=O)cc2)C1=O (centres undefined)	-1%	6%	1%	7%	5%	0%	4%	-6%
O=C(N/C(=C/c1ccccc1)C(=O)N1CCOCC1)c1ccc([N+](=O)[O-])cc1	-5%	-3%	0%	-5%	.	-9%	9%	4%
Clc1ccccc1Sc1ccc(-c2ccccn2)s1	?	-14%	-10%	?	74%[activator]	0%	?	0%
O=C(NN/C(=N/S(=O)(=O)c1ccc(Cl)cc1)c1ccccc1)c1ccc(O)cc1	-5%	-1%	0%	-7%	9%	3%	-7%	7%
CCc1ccc(/C=C2\SC(=S)N(CCC(=O)Nc3cc(C)on3)C2=O)cc1	-7%	-3%	4%	5%	.	5%	-3%	110%[activator]
Cc1ccc(/C=c2\s/c(=C(/C#N)C(=O)N3CCCC3)n(Cc3ccco3)c2=O)s1	-12%	?	-12%	16µM*	-1%[11.4 µM]	1%	-5%	70%[activator]
CNC(=O)c1cc(NC(=O)CCn2nc(-c3ccc(C)cc3)c3ccccc3c2=O)ccc1OC	0%	-1%	0%	-11%	5%	2%	-2%	13%
O=C(c1cc(S(=O)(=O)N2CCCCC2)ccc1F)N1CCCCC1	-4%	-15%	0%	-8%	3%	-1%	5%	10%
COc1ccc(CN(C(=O)c2oc3ccccc3c2C)C2CCS(=O)(=O)C2)cc1OC (centres undefined)	1%	11%	2%	-6%	.	5%	6%	-18%

Screening results (PubChem BioAssay)
